Screening data as filed in PubChem BioAssay.
B2AR arrestin: agonists driving beta-arrestin recruitment to human beta2-adrenergic receptor; Potency, µM (top dose mostly 46.1 µM), for inactives: top-dose activation, usual class: activators; 0.02% of 330,000 active; beta-arrestin recruitment to beta2AR, cell-based reporter; AID 492947;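 further: potency means the concentration at half of the fitted maximal effect; 0% = DMSO controls and full agonism = EC100 isoproterenol or metaproterenol; nearly all actives have a fitted effect of over 65% in size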
BCR signal inh: chronic active BCR signaling inhibition; ABC-DLBCL IkBa-CBG/CBR reporter, luminescence ratio, 4 h; Potency, µM (doses to about 46.1 µM), inactives show at the highest dose ratio change, negative = lower green/red ratio, most hits filed as inhibitors; 0.05% of 340,000 active; active means well fitted inhibition curve with a large enough effect in the signal ratio, with a control signal flat, not every such curve was filed as active; the % refers to the signal ratio;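 further: potency means the concentration at half of the fitted maximal effect; plate controls were basal doxycycline-induced cells for no effect and cells given 10 µM MG132 for full effect; MG132 reads +100%, hits lower the ratio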
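Compounds up to 46 uM were incubated four hours with TMD8 cells whose green CBG68 luciferase is fused to IkappaBalpha; red CBR luminescence normalised the signal, and concentration-effect curves were fitted to fusion, red and ratio data.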
PTAP TSG101 blk: blocks PTAP/TSG101 interaction to inhibit HIV-1 budding; Potency, µM (titrated, usually from 115 µM), inactives show top-dose activity change, negative = inhibition, most hits filed as inhibitors; 340,000 tested, under 10 active; Q99816; Fluorescence polarization, FITC-PTAP peptide / Tsg101 binding; active means well fitted inhibition curve with a large enough effect in the main read-out, with a control signal flat, not every such curve was filed as active; further: potency means the concentration at half of the fitted maximal effect; % of control where 0% means no effect
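FP read-out: FITC-PTAP peptide, 50 nM final, binding Tsg101 binding domain, 10 uM final; 20 min, r.t.; 10 mM HEPES pH 7.5, 0.15 M NaCl, 0.01% Tween 20, 3 mM EDTA, 0.1 mM TCEP.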
uPA generation: cell surface uPA generation inhibition; 0.31% of 330,000 active; cell surface uPA generation assay, qHTS; AID 540303; Potency, µM (top dose mostly 38.3 µM), without a hit: top-dose activity change, negative = inhibition, hits mostly inhibitors; active means well fitted inhibition curve with a large enough effect; tested in mouse RAW 264.7 cells; further: potency means the concentration at half of the fitted maximal effect; on the % scale 0 is the no-effect control and ±100 the full control effect; nearly all actives have a fitted effect of over 55% in size
TSHR antag: human thyrotropin receptor antagonism | AID 504810 | 0.2% of 330,000 active | TSHR-expressing cells, TSH-stimulated cAMP HTRF, 2 h; stronger effect = lower value | P16473 | activity change, negative = inhibition, % at 11.5 µM;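 active means activity change below a set negative limit, meaning inhibition stronger than a set level, cut at about -70% in these data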; further: on the % scale 0 is the no-effect control and ±100 the full control effect
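Antagonism was scored as loss of TSH-driven cAMP in TSHR cells, stimulated with 4nM TSH (EC80) for 2 hours at 37 deg C and detected by homogeneous HTRF competition immunoassay.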
Tb PFK inh: blocks T. brucei phosphofructokinase | AID 485367 | Potency, µM (series often up to 57.5 µM), without a hit: top-dose activity, negative = inhibition, most hits filed as inhibitors | O15648 | T. brucei PFK, ADP-Glo luminescence | 0.17% of 330,000 active;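 further: potency means the concentration at half of the fitted maximal effect; 0% = uninhibited 1x PFK enzyme wells and -100% = no-enzyme wells; nearly all actives have a fitted effect of over 60% in size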
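1.25 nM PFK with 0.5 mM F6P and 0.1 mM ATP in 0.1 M TEA pH 8.0, 5 mM MgCl2, incubated 45 min at room temperature; ADP measured by ADP-Glo luminescence; compounds titrated up to 57 uM.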
USP2a inh: blocks human ubiquitin-specific protease USP2a; O75604; USP2 core, Ub-CHOP2 coupled fluorogenic reporter, 485/531; Potency, µM (top dose mostly 38.3 µM), inactives show at the top dose activity change, negative = inhibition, usual class: inhibitors; 0.01% of 330,000 active; AID 463254;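 further: potency means the concentration at half of the fitted maximal effect; plate controls were DMSO wells for no effect and full inhibition by NEM control for full effect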
Target sequence (O75604 whole entry, looked up): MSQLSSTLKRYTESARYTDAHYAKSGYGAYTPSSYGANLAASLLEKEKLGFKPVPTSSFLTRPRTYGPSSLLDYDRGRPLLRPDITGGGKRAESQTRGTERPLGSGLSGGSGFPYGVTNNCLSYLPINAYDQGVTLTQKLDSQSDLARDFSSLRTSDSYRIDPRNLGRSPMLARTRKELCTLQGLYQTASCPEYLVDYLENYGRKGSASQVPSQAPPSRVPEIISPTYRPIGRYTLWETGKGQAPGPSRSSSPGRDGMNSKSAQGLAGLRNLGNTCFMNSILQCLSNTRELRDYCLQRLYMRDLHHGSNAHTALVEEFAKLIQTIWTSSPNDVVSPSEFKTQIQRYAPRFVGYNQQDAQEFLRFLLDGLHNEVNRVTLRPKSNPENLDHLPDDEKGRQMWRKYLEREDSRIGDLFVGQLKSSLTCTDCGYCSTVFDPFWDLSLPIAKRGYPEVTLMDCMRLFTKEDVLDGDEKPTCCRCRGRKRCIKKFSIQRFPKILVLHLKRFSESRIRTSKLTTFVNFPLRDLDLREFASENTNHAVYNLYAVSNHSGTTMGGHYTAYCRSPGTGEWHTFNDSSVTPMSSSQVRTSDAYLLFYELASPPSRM
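Cell-free coupled assay: 10nM USP2 core preincubated 30min RT with compound in Tris-HCl pH 8.0/CaCl2/CHAPS buffer, then 25nM Ub-CHOP2 and 25nM reporter substrate; fluorescence (Ex 485/Em 531) read after 60min RT, normalized to NEM inhibition, concentration-response curves fitted.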
TCR activator: activates T cell receptor signaling. primary human leukocytes, anti-CD3, IL-2 HTRF, 48 h. Potency, µM (highest dose often 9.22 µM), inactives show at the highest dose activation of IL-2 secretion, most hits filed as activators. 330,000 tested, under 10 active; further: % of control where 0% means no effect
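TCR engagement came from a-CD3 beads alone, with compounds added to primary human leukocytes for 48 hr. Secreted IL-2 bridged europium cryptate- and d2-labelled anti-IL-2 antibodies, giving FRET emission at 665nm after 320nm excitation.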
ELG1 repair inh: blocks ELG1-dependent DNA repair in HEK293T cells | HEK293T ELG1-luciferase reporter, luminescence, 16 h; DNA damage induced by 5-fluorouridine | 2.3% of 330,000 active | Potency, µM (doses to about 46.1 µM), without a hit: top-dose activity change, negative = inhibition, usual class: inhibitors; further: potency means the concentration at half of the fitted maximal effect; on the % scale 0 is the no-effect control and ±100 the full control effect; nearly all actives have a fitted effect of over 55% in size
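5-Fluorouridine DNA damage + compound/DMSO, 2,000 cells/well, 16 h, 37 °C/5% CO2. ONE-Glo, 30 min RT, luminescence. Readout = decrease in reporter signal.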
Mito fusion yeast: inhibitors of mitochondrial division or activators of mitochondrial fusion; S. cerevisiae fusion-defective mutant growth rescue, CellTiterGlo 48 h; Potency, µM (top dose mostly 46.1 µM), without a hit: at the highest dose growth rescue (activation), most hits filed as activators; 0.23% of 320,000 active;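 further: potency means the concentration at half of the fitted maximal effect; % of control where 0% means no effect; nearly all actives have a fitted effect of over 45% in size; temperature-sensitive fusion mutants such as fzo1-1 at 37 °C on non-fermentable ethanol glycerol medium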
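Compounds are tested for their ability to restore growth of mitochondrial fusion-defective yeast strains at non-permissive 37C in YPEG medium over 48 hours. Viability is quantified by luciferase luminescence.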
Eya2 inh: Eya2 (human) phosphatase inhibition. 0.006% of 330,000 active. Potency, µM (series often up to 76.9 µM), for inactives: top-dose activity, negative = inhibition, most hits filed as inhibitors. recombinant Eya2, OMFP fluorescence dephosphorylation (OMFP is methylfluorescein phosphate). AID 488837; further: potency means the concentration at half of the fitted maximal effect; on the % scale 0 is the no-effect control and ±100 the full control effect
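Eya2 (0.2 uM) preincubated 10 min at ambient with compound, then OMFP substrate added at 50 uM; 10 min reaction in 50 mM HEPES pH 7.5, 50 mM NaCl, 5 uM MgCl2, 0.05% BSA, 1 mM DTT. Fluorescence read at Ex 485/Em 525 nm.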
The depositor's hits bear a star. Unless noted, the call rests on the fitted dose curve; in most records, active means well fitted curve in the direction sought with a large enough effect; inconclusive means small, poorly fitted or top-dose-only effect, or another doubt; inactive means no such curve, though single readings can be large; an effect the other way counts as inactive or inconclusive. Not all compounds are listed; the hit share may differ from the screen's.

SMILES	B2AR arrestin	BCR signal inh	PTAP TSG101 blk	uPA generation	TSHR antag	Tb PFK inh	USP2a inh	TCR activator	ELG1 repair inh	Mito fusion yeast	Eya2 inh
CC[C@@H]1C(=O)OC[C@@H]1Cc1cncn1C	0.0%	-1%	0%	13%	5	3%	1%	-3%	6%	-2%	4%
C[C@H](CCC(=O)O)[C@H]1CC[C@H]2[C@@H]3[C@@H](O)C[C@@H]4C[C@H](O)CC[C@]4(C)[C@H]3CC[C@]12C	-0.8%	6%	0%	21%	-1	-2%	1%	-3%	-12%	1%	11%
